EPAC1 ag = EPAC1 (human) agonism; O95398; EPAC1 agonist qHTS, biochemical assay; response scale: 100% = response to 6.5 mM cAMP; Potency, µM (highest dose often 154 µM), inactives show at the top dose activation, actives largely listed as activators; 360,000 tested, 0.073% active; AID 720707; further: potency means the concentration at half of the fitted maximal effect; nearly all actives have a fitted effect of over 60% in size
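Normalized to 6.5 mM cAMP, activity reflects EPAC1-catalysed release of BODIPY-GDP from Rap1B, followed kinetically over 30 min at 480 nm excitation, 540 nm emission. Reaction contained 100 nM EPAC1, 250 nM Rap1B-BODIPY-GDP, 50 uM GDP.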
EPAC1 antagonist = blocks human EPAC1 exchange factor | 360,000 tested, 0.14% active | Potency, µM (top dose mostly 115 µM), for the others: at the highest dose activity change, negative = inhibition, usual class: inhibitors | O95398 | AID 720709 | EPAC1 GEF assay, Rap1b-BODIPY-GDP exchange fluorescence;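 further: potency means the concentration at half of the fitted maximal effect; plate controls were vehicle for no effect and positive control for full effect; nearly all actives have a fitted effect of over 50% in size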
MmCpn inh = blocks the Methanococcus maripaludis chaperonin Mm-Cpn. purified Mm-Cpn ATPase, ADP Transcreener TR-FRET. Potency, µM (highest dose often 76.9 µM), inactives show at the highest dose activity, negative = inhibition, usual class: inhibitors. 330,000 tested, 0.031% active; further: potency means the concentration at half of the fitted maximal effect; on the % scale 0 is the no-effect control and ±100 the full control effect; nearly all actives have a fitted effect of over 80% in size
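Compound-treated chaperonin, 25 nM final, turns over 10 uM ATP at 37°C for 30 min following a 10 min preincubation; ADP generated competes with ADP-d2 for Eu-cryptate antibody, lowering FRET.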
WRN helicase inh = blocks human WRN helicase. WRN helicase unwinding, fluorescent forked duplex, kinetic. 360,000 tested, 0.46% active. Potency, µM (top dose mostly 114 µM), for inactives: top-dose activity change, negative = inhibition, usual class: inhibitors. AID 651768; further: potency means the concentration at half of the fitted maximal effect; on the % scale 0 is the no-effect control and ±100 the full control effect; nearly all actives have a fitted effect of over 55% in size
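Enzyme (20 nM final) and test compound sit together 15 min at room temperature before substrate addition. Substrate is a single-forked duplex oligonucleotide (100 nM) labelled with fluorophore and quencher, with 2 mM ATP; helicase unwinding raises red fluorescence, read kinetically.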
CCT chaperon mod = changes cytosolic chaperonin activity; purified chaperonin ATPase assay, HTRF ADP detection, 30 min; activity change, % (concentration not given with the values), hits read low; 360,000 tested, 0.3% active; in the data active means activity change below about -30%; further: on the % scale 0 is the no-effect control and ±100 the full control effect
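ATPase activity: ADP formed was measured by HTRF Transcreener (665/615 nm ratio) after 30 min at 37 deg C with 10 uM ATP. Compounds screened at one 76 uM concentration against 40 or 20 nM TRiC in Tris pH 7.4/KCl/MgCl2/DTT buffer.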
PLK1 PBD block = PLK1 (human) polo-box domain binding inhibition | 360,000 tested, 2.8% active | Potency, µM, for the others: max response, negative = inhibition, hits mostly inhibitors | P53350 | Plk1 PBD binding of FITC phosphopeptide, fluorescence polarization; further: potency means the concentration at half of the fitted maximal effect; series mostly up to about 57 µM; on the % scale 0 is the no-effect control and ±100 the full control effect; nearly all actives have a fitted effect of over 65% in size
Target sequence (P53350 whole entry, looked up, the tested form may be a part): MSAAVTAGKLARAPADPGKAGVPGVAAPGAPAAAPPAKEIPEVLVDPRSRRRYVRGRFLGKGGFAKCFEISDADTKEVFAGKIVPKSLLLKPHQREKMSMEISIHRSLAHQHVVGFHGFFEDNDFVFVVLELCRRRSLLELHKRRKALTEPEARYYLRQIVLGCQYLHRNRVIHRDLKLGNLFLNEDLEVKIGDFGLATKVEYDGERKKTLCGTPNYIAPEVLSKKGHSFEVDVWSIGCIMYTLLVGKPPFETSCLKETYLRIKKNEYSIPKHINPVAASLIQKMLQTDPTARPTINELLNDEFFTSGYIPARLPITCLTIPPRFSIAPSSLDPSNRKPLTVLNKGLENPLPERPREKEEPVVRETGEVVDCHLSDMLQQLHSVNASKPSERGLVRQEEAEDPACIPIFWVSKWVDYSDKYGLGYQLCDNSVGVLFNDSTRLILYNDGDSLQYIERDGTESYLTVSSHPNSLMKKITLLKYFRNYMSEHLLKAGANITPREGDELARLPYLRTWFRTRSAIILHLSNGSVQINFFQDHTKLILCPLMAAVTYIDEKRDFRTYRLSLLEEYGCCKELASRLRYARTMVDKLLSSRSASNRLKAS
EPAC2 antag = antagonists of human EPAC2 | Q8WZA2 | AID 720708 | EPAC2 GEF exchange of Rap1B-BODIPY-GDP, fluorescence | Potency, µM (titrated, usually from 114 µM), for the others: top-dose activity, negative = inhibition, usual class: inhibitors | 360,000 tested, 0.18% active; further: potency means the concentration at half of the fitted maximal effect; on the % scale 0 is the no-effect control and ±100 the full control effect; nearly all actives have a fitted effect of over 45% in size; many of its hits are not listed in these tables
PI5P4Ka inh = blocks human PI5P4K alpha kinase activity | AID 652105 | PI5P4Kalpha enzyme, ADP-Glo luminescence, 60 min; active compounds read low | P48426 | max response, % | 330,000 tested, 1.2% active; active means max response of -50% or lower; inconclusive means between -30% and -50%; inactive means -30% or higher; further: value at the top dose of about 77 µM; on the % scale 0 is the no-effect control and ±100 the full control effect
Target sequence (P48426 whole entry, looked up): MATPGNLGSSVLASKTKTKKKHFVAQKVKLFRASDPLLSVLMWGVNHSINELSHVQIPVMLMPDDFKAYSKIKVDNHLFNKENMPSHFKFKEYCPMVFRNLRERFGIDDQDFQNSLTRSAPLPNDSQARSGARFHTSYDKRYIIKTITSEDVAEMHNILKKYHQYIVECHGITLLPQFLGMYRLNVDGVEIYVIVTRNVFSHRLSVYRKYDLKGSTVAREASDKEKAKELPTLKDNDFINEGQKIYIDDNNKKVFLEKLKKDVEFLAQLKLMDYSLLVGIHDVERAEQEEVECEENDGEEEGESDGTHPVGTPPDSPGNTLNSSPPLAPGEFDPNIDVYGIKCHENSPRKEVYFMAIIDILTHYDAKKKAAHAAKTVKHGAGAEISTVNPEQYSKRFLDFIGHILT
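Luminescence from ADP-Glo served as readout of PI5P4Kalpha activity in a qHTS format. Reaction: enzyme, substrate, compound, ATP at 5 microM final, 60 min at RT.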
Starred values were filed as active, the others as inactive; u = inconclusive; x = no result given; [ ] = another dose, or the depositor's remark. Unless noted, the call rests on the fitted dose curve; in most records, active means well fitted curve in the direction sought with a large enough effect; inconclusive means small, poorly fitted or top-dose-only effect, or another doubt; inactive means no such curve, though single readings can be large; an effect the other way counts as inactive or inconclusive. A portion of the library (hit frequency here may not be typical).

Compound,EPAC1 ag,WRN helicase inh,PLK1 PBD block,EPAC2 antag,CCT chaperon mod,EPAC1 antagonist,MmCpn inh,PI5P4Ka inh
COc1ccc(OC)c(NC(=O)Cn2cc(C(=O)c3ccco3)c3ccccc32)c1,12%,-18%,-4%,-5%,-1.8,-4%,-5%,x
O=C(NC1CCN(Cc2ccccc2)CC1)C1CCN(S(=O)(=O)c2cccc3nsnc23)CC1,6%,5%,-7%,-2%,-1.8,-17%,2%,0
CCCc1cc(=O)[nH]c(SCC(=O)c2cc(C)n(-c3cc(C)on3)c2C)n1,2%,0%[57.1 µM],-1%,-10%,3.4,3%,0%,0
COc1cc2c(cc1OC)C(C)N(S(=O)(=O)c1cn(C)c(C)n1)CC2 (configuration not stated),3%,2%,-11%,2%,-0.9,3%,0%,0
CCOC(=O)N1CCC(NC(=O)CCc2nc(-c3ccc(C)cc3)no2)CC1,9%,-1%,-2%,2%,1.7,-9%,0%,6
COc1ccc(-c2sc3ccccc3c2/C=C/c2ccc(N)cc2)cc1,20%,-10%,-1%,-1%,-0.5,-7%,1%,73
COC(=O)c1ccc(C)c(NC(=O)CCc2cc(OC)c(OC)c(OC)c2)c1,9%,1%,-4%,1%,-2.5,0%,0%,3
CN(C)/C=C(\C=O)c1ncc(C(F)(F)F)cc1Cl,15%,-1%,u,-9%,0.7,-18%,3%,1
CC(C)(C)NC(=O)CSc1nc(-c2ccccc2)cc(=O)[nH]1,10%,-10%,-3%,-6%,2.2,8%,1%,2
Cn1c2ccccc2c(=O)c2c(=O)n(Cc3ccco3)c(COc3ccccc3)nc21,-6%,u,u,2%,0.3,3%,-8%,u
Clc1ccc(CN2C3=NCCN3c3ccccc32)cc1Cl,1%,13%,-8%,5%[57.1 µM],-3.8,-2%,1%,0
Cc1sc2nc(CSC(C)C(=O)N(C)CC(=O)Nc3ccccc3C(F)(F)F)[nH]c(=O)c2c1C (configuration not stated),8%,5%,-11%,3%,0.4,7%,1%,5
CC1CCC2(CC1)NC(=O)N(CC(=O)Nc1cccc(S(=O)(=O)N(C)c3ccccc3)c1)C2=O (configuration not stated),1%,18%,4%,-4%,2.2,4%,x,7
O=C(NCc1ccc(F)cc1)C(Cc1ccccc1)NS(=O)(=O)c1cccs1 (configuration not stated),11%,-13%,-3%,-3%,0.1,1%,-2%,x
O=C(c1ccc2c(c1)CCN2S(=O)(=O)c1ccccc1)N1CCN(c2ccccc2)CC1,27%,-13%,-10%,-16%,1.5,-4%,-2%,-3
O=C(/C=C/NCc1ccc(F)cc1)c1ccccc1,2%,-2%,-3%,2%,-0.3,-4%,0%,-2
CCOC(=O)CC(=O)CSc1nc2ccccc2c(=O)n1-c1ccc(C(=O)N2CCOCC2)cc1,10%,8%,-2%,5%,-1.3,13%,0%,x
Cc1ccc(C)c(OCC(=O)N/N=C/c2ccc(N3CCOCC3)cc2)c1,2%,-4%,9%,12%,0.3,4%,x,2
Cc1c(C)c2ccc(O)c(CN3CCN(C)CC3)c2oc1=O,7%,-1%,-5%,7%,0.6,2%,-8%,-3
CCOC(=O)[C@]12CCC=C1N(Cc1ccco1)C(=O)[C@H](CC(=O)N1CCN(C(=O)C3CC3)CC1)C2,-5%,2%,0%,3%,1.6,9%,x,4
COCCn1c(SCC(=O)NCCCN2CCCC2=O)nc2sc3c(c2c1=O)CCCC3,11%,8%,-10%,-6%,-4.9,3%,x,3
Cc1cc(C(=O)CSc2nnc3c(Cl)cc(Cl)cn23)c(C)n1C,5%,-4%,-4%,0%,-1.7,2%,-4%,-5
CC(C)C1OC2c3cccc4cccc(c34)C2N1c1ccccc1 (configuration not stated),0%,0%,-6%,4%[57.1 µM],-1.7,0%,-2%,6
CCCn1c(SCc2ccc(C(=O)OC)o2)nc2ccccc2c1=O,6%,-4%,1%,-3%,-11,-20%,-1%,2
Cn1c(=O)c2c(nc(OC/C=C/c3ccccc3)n2C)n(C)c1=O,12%,3%,-16%,1%,0.1,4%,x,x
CC(=O)Nc1c(O)nc(SCc2ccc(Cl)cc2)[nH]c1=O,7%,6%,-16%,5%,-2.8,-3%,-4%,-2
CCCCCCCCCCCCCCCC(=O)OC(CC(=O)O)C[N+](C)(C)C (configuration not stated),-14%,-12%,-20%,u,-0.3,-7%,1%,-10
Cc1ccc(CNC(=O)C2CCCN(S(=O)(=O)c3ccc(F)cc3)C2)cc1 (configuration not stated),-6%,-13%,-14%,-6%,-1.6,-9%,2%,-9
CCOc1ccc(N(C)Cc2cc(=O)oc3ccc(OCC)cc23)cc1,10%,0%,-14%,6%,-3.5,u,-1%,5
O=[N+]([O-])c1ccccc1SNc1ccccn1,2%,-6%,-23%,13%,-5.4,-3%,1%,-6

In a second layout: 3 of the compounds above.
> CN(C)/C=C(\C=O)c1ncc(C(F)(F)F)cc1Cl
  EPAC1 ag: 15%; WRN helicase inh: -1%; PLK1 PBD block: u; EPAC2 antag: -9%; CCT chaperon mod: 0.7; EPAC1 antagonist: -18%; MmCpn inh: 3%; PI5P4Ka inh: 1
> CC(C)(C)NC(=O)CSc1nc(-c2ccccc2)cc(=O)[nH]1
  EPAC1 ag: 10%; WRN helicase inh: -10%; PLK1 PBD block: -3%; EPAC2 antag: -6%; CCT chaperon mod: 2.2; EPAC1 antagonist: 8%; MmCpn inh: 1%; PI5P4Ka inh: 2
> Cn1c2ccccc2c(=O)c2c(=O)n(Cc3ccco3)c(COc3ccccc3)nc21
  EPAC1 ag: -6%; WRN helicase inh: u; PLK1 PBD block: u; EPAC2 antag: 2%; CCT chaperon mod: 0.3; EPAC1 antagonist: 3%; MmCpn inh: -8%; PI5P4Ka inh: u

Next section:
Compound,EPAC1 ag,WRN helicase inh,PLK1 PBD block,EPAC2 antag,CCT chaperon mod,EPAC1 antagonist,MmCpn inh,PI5P4Ka inh
COc1ccccc1CC(=O)NCc1nn(-c2ccccc2)nc1C,6%,-3%,-6%,4%,-2.3,0%,0%,1
COc1ccc(S(=O)(=O)N(C)C[C@H]2Oc3ccc(NC(=O)Nc4ccc(C(F)(F)F)cc4)cc3C(=O)N([C@H](C)CO)C[C@@H]2C)cc1,-22%,-4%,-11%,-28%,-0.1,-18%,-4%,-13
COc1ccccc1C(NC(=O)C1CCN(CCOc2ccc3ccccc3c2)CC1)c1ccccn1 (configuration not stated),-11%,-1%,-3%,9%,-1.6,0%,x,3
CC(C)C(=O)Nc1nnc(SCc2cccc(F)c2)s1,-5%,-1%,-5%,-6%,-0.3,-6%,-1%,2
CC1CC(C)CN(CC(C)(C)NS(=O)(=O)c2ccc(Cl)cc2)C1 (configuration not stated),-7%,1%,-1%,-1%,0.2,1%,1%,0
COc1ccc(/C=N\N=C2/SC(CC(=O)O)C(=O)N2c2ccc(O)cc2)cc1 (configuration not stated),0%,-9%,1%,-1%,-0.1,10%,-1%,x
Cc1cc2oc(=O)cc(CN3CCN(Cc4ccccc4)CC3)c2cc1O,-6%,-1%,-8%,-3%,0.7,-24%,-7%,3
CC(Oc1cccc(Cl)c1)C(=O)Nc1cc(S(=O)(=O)N2CCOCC2)ccc1N1CCCCC1 (configuration not stated),2%,-12%,2%,-8%,-0.7,0%,-2%,6
COC(=O)CNC(c1ccccc1Cl)c1cc(Br)ccc1NS(=O)(=O)c1ccc(C)cc1 (configuration not stated),-2%,-9%,-6%,-3%,-2.8,-2%,1%,-5
COc1ccc(-n2nc([N+](=O)[O-])c(=NCCc3ccc(OC)c(OC)c3)n2O)cc1,0%,-2%,-10%,-9%,-1.1,-5%,-4%,0
FC(F)(F)c1cccc(NC(=S)Nc2ccc(Cl)cc2Cl)c1,13%,-2%,-8%,-8%,0.6,-6%,0%,0
CCC(C(=O)OCCN(CC)CC)c1ccccc1 (configuration not stated),6%,3%[11.6 µM],-4%,4%,-0.5,-1%,1%,1
CCN1CCN(C(=O)CCNC(=O)Cn2ccc3ccccc3c2=O)CC1,-2%,9%,-1%,13%,-1.7,11%,-3%,x
CCOC(=O)C1=C(C)Nc2nc3ccccc3n2C1c1ccccc1 (configuration not stated),2%,-10%,-10%,0%,-0.9,-1%,-1%,-11
CN(C(=O)COC(=O)c1c[nH]c2ccccc12)c1ccccc1,9%,11%,-3%,3%,-0.9,-6%,x,0
O=C(CSc1nc2ccccc2n1CC(=O)N1CCCC1)Nc1ccc2c(c1)OCO2,-2%,-1%,-2%,15%,0.3,3%,-1%,x
CCN(CC)Cc1c(C)[nH]c2ccc(NC(C)=O)cc2c1=O,9%,0%,4%,-10%,-0.8,1%,x,1
COc1ccccc1NC(=O)CC1S/C(=N/N=C2\CCCc3ccccc32)NC1=O (configuration not stated),13%,16%,-3%,-8%,0.6,-21%,-2%,22
O=C(Oc1c(CN2CCOCC2)cc(Cl)c2cccnc12)c1ccccc1Br,16%,-8%,-2%,-7%,-0.8,-9%,2%,0
CN(C)CCNC(=O)C1CC(=O)N(c2ccc(F)c(Cl)c2)C1 (configuration not stated),10%,7%,-3%,-2%,-0.4,12%,1%,x
Cc1ccccc1NS(=O)(=O)c1ccc(C(=O)N2CCCC(C(F)(F)F)C2)cc1 (configuration not stated),-13%,-6%,-1%,-2%,2.0,-8%,-2%,5
Fc1ccc2c(c1)C(c1ccncc1)=NNC(c1ccc(Cl)cc1)=N2,-9%,6%,-8%,19%,1.9,0%,2%,x
CC(C)C(NS(=O)(=O)c1cccc2nsnc12)C(=O)NCCC1=CCCCC1 (configuration not stated),-6%,-4%,-4%,-13%,0.3,-7%,-7%,-2
COc1ccc(C2=NOC(C(=O)Nc3cccc(O)c3)C2)cc1 (configuration not stated),-7%,3%,8%,1%,1.1,-5%,3%,-9
CCOC(=O)c1cc(-c2ccccc2)n(CC(=O)Nc2ccc(OC)cc2)c1C,-12%,-12%,-2%,9%,-1.2,-6%,-2%,5
O=C1CC(N2CCN(c3ccc(S(=O)(=O)N4CCCC4)cc3)CC2)C(=O)N1c1ccc(F)cc1 (configuration not stated),6%,-7%,-5%,-1%,-1.5,0%,1%,2
CC(Sc1nc(N)cc(=O)[nH]1)C(=O)NC1CCCCC1 (configuration not stated),-10%,-11%,-3%,17%,1.3,5%,2%,8
CCCCOc1ccccc1-c1ccccc1CN1[C@@H](C(C)C)COCCS1(=O)=O,-9%,-11%,-11%,-19%,-1.7,-11%,1%,19

Compound activity (PubChem BioAssay)
